Compound activity (PubChem BioAssay)
Rab9 promoter act – qHTS Assay for Rab9 Promoter Activators | Huh7 Rab9 promoter-luciferase reporter, luminescence, 24 h | Potency, µM (titrated, usually from 9.22 µM), without a hit: at the top dose activation, negative = inhibition, most hits filed as activators | 320,000 tested, 2.8% active | AID 485297, 2010; also: % of control where 0% means no effect; nearly all actives have a fitted effect of over 60% in size
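Huh7 reporter line, Rab9 promoter upstream of luciferase. Compound exposure 24 h at 37 °C in reduced-serum medium with 10% FBS. Read-out: luminescence.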
BRCA1 expr act – qHTS Assay to Identify Small Molecule Activators of BRCA1 Expression; MCF7-BRCA1-FFLuc reporter, luminescence, 48 h; response scale: scaled: vehicle 0%, 10 µM genistein 100%; Potency, µM (doses to about 46.1 µM), inactives show at the highest dose activation, usual class: activators; 380,000 tested, 1.1% active; also: nearly all actives have a fitted effect of over 80% in size; some results filed as inactive show a strong effect at the top dose
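MCF7 cells carrying a BRCA1-firefly luciferase reporter (2000 cells/well, phenol-red free MEM) were attached for 2 h at 37 °C, then given compounds for 48 h. Luminescence was read 15 min after luciferase reagent; activity normalized to genistein (10 microM) and DMSO.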
RORg inh – qHTS for inhibitors of ROR gamma transcriptional activity. Nuclear receptor ROR-gamma (Mus musculus), P51450. Potency, µM (titrated, usually from 53.6 µM), without a hit: at the top dose activity change, negative = inhibition, hits mostly inhibitors. Drosophila S2 Gal4-RORgamma UAS-luciferase reporter, 20 h. 310,000 tested, 5.4% active; also: % is scaled to controls: 0 for no effect and ±100 for the full control effect; nearly all actives have a fitted effect of over 60% in size
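ROR gamma transcriptional activity was tracked as Gal4-UAS luciferase output in stably transfected Drosophila Schneider cells, with compound added 1 hr before 700 uM copper sulfate induction and a 20 hr ambient-temperature incubation.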
FLuc modulator – qHTS profiling assay for firefly luciferase inhibitor/activator using purifed enzyme and Km concentrations of substrates (counterscreen for miR-21 project). purified FLuc, Km substrates, luminescence inhibition. Potency, µM (titrated, usually from 57.5 µM), without a hit: at the highest dose activity change, negative = inhibition, usual class: inhibitors. 360,000 tested, 6.9% active;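 also: plate controls were vehicle for no effect and reference inhibitor for full effect; nearly all actives have a fitted effect of over 55% in size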
Target sequence (P08659 whole entry, looked up): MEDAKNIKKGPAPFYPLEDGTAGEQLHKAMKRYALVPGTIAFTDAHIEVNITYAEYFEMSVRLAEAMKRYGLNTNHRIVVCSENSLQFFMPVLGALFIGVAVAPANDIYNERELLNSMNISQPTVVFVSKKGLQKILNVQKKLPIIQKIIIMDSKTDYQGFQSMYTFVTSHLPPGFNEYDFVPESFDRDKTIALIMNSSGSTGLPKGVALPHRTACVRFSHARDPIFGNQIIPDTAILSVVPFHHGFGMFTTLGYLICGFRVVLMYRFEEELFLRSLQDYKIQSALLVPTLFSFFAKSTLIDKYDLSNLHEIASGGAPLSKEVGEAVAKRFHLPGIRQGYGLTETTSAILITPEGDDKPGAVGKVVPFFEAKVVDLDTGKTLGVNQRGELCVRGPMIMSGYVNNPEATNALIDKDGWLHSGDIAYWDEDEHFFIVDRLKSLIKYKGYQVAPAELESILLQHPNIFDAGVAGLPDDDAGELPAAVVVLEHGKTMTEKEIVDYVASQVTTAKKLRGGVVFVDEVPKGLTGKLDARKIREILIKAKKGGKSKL
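Biochemical qHTS of compounds, final roughly 60 µM downward over six points, against 10 nM purified firefly luciferase using Km concentrations of substrates (10 uM D-luciferin, 10 uM ATP) in Tris acetate pH 7.5 buffer; luminescence output.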
MBNL1-CUG inh – qHTS Assay for Inhibitors of MBNL1-poly(CUG) RNA binding; TR-FRET MBNL1-His/biotin-(CUG)12 binding, 665/545 ratio; Potency, µM (titrated, usually from 57.5 µM), for the others: top-dose activity change, negative = inhibition, hits mostly inhibitors; 280,000 tested, 0.036% active; AID 2675, 2010; active = well fitted inhibition curve with a large enough effect in the signal ratio, with a control signal flat, not every such curve was filed as active; inconclusive = small, poorly fitted or top-dose-only effect, or effect the other way, or a change in a side signal; inactive = no such curve, though single readings can be large or run the other way; the % refers to the signal ratio; also: % is scaled to controls: 0 for no effect and ±100 for the full control effect
Target sequence (Q9NR56 whole entry, looked up): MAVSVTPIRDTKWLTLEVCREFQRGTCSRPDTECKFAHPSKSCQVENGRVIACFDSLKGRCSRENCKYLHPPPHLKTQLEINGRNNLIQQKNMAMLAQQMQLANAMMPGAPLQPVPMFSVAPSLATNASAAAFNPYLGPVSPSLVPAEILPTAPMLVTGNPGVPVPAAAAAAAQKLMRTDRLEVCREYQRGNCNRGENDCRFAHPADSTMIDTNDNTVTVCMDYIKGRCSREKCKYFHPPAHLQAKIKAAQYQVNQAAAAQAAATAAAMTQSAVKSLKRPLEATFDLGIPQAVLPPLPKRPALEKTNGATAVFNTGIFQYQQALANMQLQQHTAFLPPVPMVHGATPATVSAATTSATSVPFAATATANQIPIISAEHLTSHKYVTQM
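Ratiometric TR-FRET (665 over 545 nm, excitation 340 nm) tracks disruption of MBNL1-His/biotin-(CUG)12 complex after 60 min at room temperature, with compounds at 92 nM to 58 uM final.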
p53 reactivation – qHTS assay for re-activators of p53 using a Luc reporter | H1299 p53-A138V BP100-luciferase reporter, luminescence, 24 h | Potency, µM (highest dose often 92.2 µM), for the others: at the top dose activity change, positive = activation, most hits filed as activators | 320,000 tested, 0.063% active; also: % of control where 0% means no effect; nearly all actives have a fitted effect of over 45% in size
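H1299 (p53-null), stable ts p53-A138V + BP100-Luc; 1000 cells/well, Opti-MEM/10% FBS; cpd 4 pt, 1:5; 24 h, 37 deg C, 5% CO2; detection reagent 10 min RT; luminescence.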
uPA surface inh – qHTS for Inhibitors of Cell Surface uPA Generation. Potency, µM (top dose mostly 38.3 µM), for inactives: top-dose activity change, negative = inhibition, hits mostly inhibitors. AID 540303, 2011. 330,000 tested, 0.31% active. cell surface uPA generation assay, qHTS; active = well fitted inhibition curve with a large enough effect; inconclusive = small, poorly fitted or top-dose-only effect; inactive = no such curve, though single readings can be large or run the other way; tested in mouse RAW 264.7 cells; also: % is scaled to controls: 0 for no effect and ±100 for the full control effect; nearly all actives have a fitted effect of over 55% in size
ELG1 genotoxic – qHTS screen for small molecules that induce genotoxicity in human embryonic kidney (HEK293T) cells expressing luciferase-tagged ELG1. HEK293T ELG1-luciferase reporter, luminescence, 16 h. 330,000 tested, 1.3% active. Potency, µM (series often up to 46 µM), without a hit: at the top dose activity change, positive = activation, usual class: activators. AID 504466, 2011; also: % of control where 0% means no effect; nearly all actives have a fitted effect of over 60% in size
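Quantitative HTS format in 1536-well plates. HEK293T ELG1-luciferase reporter cells receive test compound and are incubated 16 hr at 37 °C, 5% CO2; ONE-Glo added, 30 min room temperature, then luminescence read.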
Gal4-VP16 FLuc – VP16 counterscreen qHTS for inhibitors of ROR gamma transcriptional activity; Drosophila S2 Gal4-VP16 UAS-luciferase, luminescence, 20 h; Potency, µM (titrated, usually from 53.6 µM), for the others: top-dose activity, negative = inhibition, actives largely listed as inhibitors; 310,000 tested, 3.5% active; AID 2546, 2010;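 also: Gal4-VP16 expression switched on by copper sulfate through the metallothionein promoter; % is scaled to controls: 0 for no effect and ±100 for the full control effect; nearly all actives have a fitted effect of over 50% in size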
NPC1 prom act – qHTS Assay for NPC1 Promoter Activators; Potency, µM (titrated, usually from 9.22 µM), without a hit: at the top dose activation, hits mostly activators; AID 485313, 2010; Huh7 NPC1 promoter luciferase reporter, 24 h; 320,000 tested, 2.4% active;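 also: % of control where 0% means no effect; nearly all actives have a fitted effect of over 60% in size; reporter is driven by a mutant NPC1 promoter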
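NPC1 promoter–luciferase Huh7 cells; 24 h compound; luminescence.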
Active calls of the source: *; ? = inconclusive; . = no result given; [ ] = another dose, or the depositor's remark. Unless noted, calls follow the shape of the dose curve; as a rule, active = well fitted curve in the direction sought with a large enough effect; inconclusive = small, poorly fitted or top-dose-only effect, or another doubt; inactive = no such curve, though single readings can be large; an effect the other way counts as inactive or inconclusive. Potency is read from the fitted curve at half-maximal effect.

SMILES	Rab9 promoter act	BRCA1 expr act	RORg inh	FLuc modulator	MBNL1-CUG inh	p53 reactivation	uPA surface inh	ELG1 genotoxic	Gal4-VP16 FLuc	NPC1 prom act
Cn1c(=O)c2c(SCC(=O)c3ccccc3)nc(C3CC3)nc2n(C)c1=O	0.0%	-5.9%	20.2%	-0.1%	3.7%	4.2%	-7.1%	-5.5%	0.6%	4.2%
Cc1cc(-n2c(C)cc(C(=O)CSc3ccccn3)c2C)no1	.	3.98µM*	.	.	.	?	-4.1%	?	.	.
Cc1cc(F)ccc1NC(=O)C1CSC2(C)CCC(=O)N12 (stereo unspecified)	-1.1%	-10.9%	.	-1.2%	.	0.7%	5.1%	-1.9%	.	1.4%
CC(C)c1ccc(S(=O)(=O)N2CCN(C(=O)CN3C(=O)NC4(CCCC4)C3=O)CC2)cc1	-1.1%	-5.2%	.	-0.8%	-6.3%	.	6.9%	-0.2%	.	-3.7%
CCNC(=S)Nc1cccc(F)c1C	-2.2%	14.8%	12.6µM*	-0.6%	0.1%	0.2%	-3.2%	-2.9%	-23.8%	-2.3%
Cc1ccc(NC(=O)NC2CCCCCCC2)c(C)c1	17.9%	19.3%	-6.2%	1.9%	2.0%	16.2%	3.8%	27.2%	-22.1%	20.0%
COCCCNS(=O)(=O)c1ccc(C)cc1	-9.7%	22.6%	17.1%	1.5%	-10.3%	3.9%	4.7%	-0.1%	-2.2%	-1.7%
Cc1ccc(C(=O)CCc2ccc(N)cc2)cc1	27.0%	?	4.8%	?	-0.2%	17.2%	-23.5%	9.5%	18.3%	28.3%
Cn1c(=O)c2ccccc2n(CC(=O)N2CCCc3ccccc32)c1=O	-2.7%	5.9%	4.9%	1.0%	1.0%	-7.8%	1.1%	0.0%	2.8%	-1.0%
CCCCOc1ccc(C(=O)N=c2sccn2C)cc1OC	2.82µM*	3.98µM*	17.7%	12µM*	-7.3%	16.7%	-9.0%	?	3.7%	3.55µM*
O=C(c1ccc(Cl)c(Cl)c1)N1CCN(Cc2ccc3c(c2)OCO3)CC1	1.4%	-3.1%	38.4%	-1.0%	3.3%	.	-3.8%	-7.0%	9.5%	-0.1%
OCCNCCCCOc1ccc(F)cc1	0.4%	0.9%	2.2%	5.5%	8.3%	-3.1%	-10.5%	2.4%	-10.7%	-3.6%
O=C(CN1CCCCC1)c1c[nH]c2ccccc12	-4.8%	-7.6%	-12.9%	-9.5%	-4.4%	13.5%	19.7%	-1.9%	-7.5%	1.5%
COc1ccc(-n2cc(-c3ccccc3)[nH]c2=S)c(OC)c1	-9.7%	-44.8%	2.51µM*	-0.4%	1.6%	2.7%	?	-4.6%	7.94µM*	-23.0%
Nn1c(SCC(=O)N2CCCCC2)nnc1-c1ccncc1	-2.0%	-3.1%	-17.1%	-1.1%	-1.7%	-3.8%	1.1%	-1.1%	-4.4%	-2.0%
CN(C(=O)CSc1nc2ccccc2c(=O)n1-c1ccc(F)cc1F)C1CCS(=O)(=O)C1 (stereo unspecified)	.	-46.9%	.	.	.	5.2%	-1.8%	-4.2%	.	.
COc1ccc(-c2nc(CS(=O)CC(=O)N3CCOCC3)c(C)o2)cc1OC (stereo unspecified)	0.3%	2.1%	-9.3%	-0.8%	0.5%	-0.7%	-29.1%	4.7%	4.7%	-4.7%
COc1ccc(OCCCC(=O)OCC(=O)c2ccc3c(c2)NC(=O)CO3)cc1	0.8%	1.9%	.	2.1%	.	-3.0%	0.2%	6.1%	.	-2.1%
CCCSc1nc2ccsc2c(=O)n1CC	-3.5%	0.6%	18.2%	-16.0%	9.9%	-1.3%	-3.0%	0.1%	-13.7%	-0.7%
COc1ccccc1C(=O)N/N=C(\C)CC(=O)Nc1ccc(Nc2ccccc2)cc1	1.6%	-28.9%	5.7%	?	0.7%	-0.5%	2.4%	0.2%	3.8%	-3.3%
COc1ccc(/C=C(\NC(=O)c2ccc(OC)c(OC)c2)C(=O)NCCc2c[nH]c3ccccc23)cc1	0.7%	-10.5%	8.8%	2.6%	10.7%	-1.2%	2.4%	-7.1%	-4.0%	-3.8%
COc1ccc(CC(=O)OCC(=O)NC2CCCCCC2)cc1OC	3.7%	-2.7%	.	2.2%	.	-2.8%	3.3%	0.4%	.	-1.7%
C=CCn1c(-c2ccc(OC)cc2)csc1=Nc1c(C)n(C)n(-c2ccccc2)c1=O	-0.3%	-25.0%	30.0%	1.5%	-2.0%	-1.9%	0.8%	-15.6%	0.9%	1.0%
NC(=O)C1CCN(C(=O)CCC(=O)c2cccs2)CC1	.	1.7%	.	.	.	-0.2%	2.8%	3.8%	.	.

Three entries from above in a different format.
Below each compound – Rab9 promoter act, BRCA1 expr act, RORg inh, FLuc modulator, MBNL1-CUG inh, p53 reactivation, uPA surface inh, ELG1 genotoxic, Gal4-VP16 FLuc, NPC1 prom act
- COc1ccc(/C=C(\NC(=O)c2ccc(OC)c(OC)c2)C(=O)NCCc2c[nH]c3ccccc23)cc1
→ 0.7%, -10.5%, 8.8%, 2.6%, 10.7%, -1.2%, 2.4%, -7.1%, -4.0%, -3.8%
- O=C(CN1CCCCC1)c1c[nH]c2ccccc12
→ -4.8%, -7.6%, -12.9%, -9.5%, -4.4%, 13.5%, 19.7%, -1.9%, -7.5%, 1.5%
- CCCCOc1ccc(C(=O)N=c2sccn2C)cc1OC
→ 2.82µM*, 3.98µM*, 17.7%, 12µM*, -7.3%, 16.7%, -9.0%, ?, 3.7%, 3.55µM*

(continued)
SMILES	Rab9 promoter act	BRCA1 expr act	RORg inh	FLuc modulator	MBNL1-CUG inh	p53 reactivation	uPA surface inh	ELG1 genotoxic	Gal4-VP16 FLuc	NPC1 prom act
COc1ccc(NC(=S)NCCc2ccc(S(N)(=O)=O)cc2)c(OC)c1	-6.3%	0.0%	21.1%	-4.6%	5.3%	-0.1%	-2.8%	0.4%	-6.9%	-2.4%
CC1CC(C)CN(C(=O)COC(=O)COc2ccc(C#N)cc2)C1 (stereo unspecified)	.	-7.5%	.	.	.	-0.6%	4.6%	4.8%	.	.
Cc1ccc(/C=C/C(=O)N2CCN(S(=O)(=O)c3c(C)c(C)cc(C)c3C)CC2)o1	-9.7%	-48.5%	?	2.5%	2.3%	-3.1%	-9.5%	-4.1%	?	-2.4%
COc1cc(CO)cc(-c2cc(CO)cc(OC)c2OC)c1OC	-8.8%	-6.8%	?	0.2%	-1.6%	0.3%	-0.1%	6.9%	.	-1.4%
CC1Cc2nc(SCC(=O)NCc3ccccc3)n(Cc3ccccc3)c(=O)c2S1 (stereo unspecified)	0.7%	-22.1%	42.8%	-0.7%	11.6%	5.6%	-7.9%	19.6%	-12.6%	-0.2%
O=C(NCc1cccnc1)C1CCCN(S(=O)(=O)c2ccc(Br)cc2)C1 (stereo unspecified)	.	-29.7%	44.7%	-0.4%	16.9%	.	-3.1%	.	-3.5%	.
CN(C)C(/C=C/Nc1ccc(C#N)cc1)=C(C#N)C#N	-15.7%	-23.4%	-9.8%	0.2%	-0.4%	9.4%	4.2%	-0.9%	5.4%	-1.9%
COc1cc(C2C(C#N)=C(N)Oc3c2oc(CO)cc3=O)cc(OC)c1OC (stereo unspecified)	-1.2%	12.4%	1.2%[10 µM]	1.3%	2.5%	-3.3%	-2.7%	2.3%	-4.2%	11.9%
COc1ccc2[nH]c(C(=O)O)c(CCN3C(=O)c4ccc(C(=O)O)cc4C3=O)c2c1	28.8%	97.1%	1.7%	-19.4%	?	?	0.3%	7.4%	-0.6%	20.6%
Cc1ccc(S(=O)(=O)NCCC(=O)Nc2ccc(Cl)c(Cl)c2)cc1C	-2.3%	-11.5%	?	0.8%	-4.2%	5.7%	25.2%	1.9%	11.2µM*	-1.7%
Cc1ccc(Nc2nc3ccccc3[nH]2)nc1	2.82µM*	?	5.01µM*	13.5µM*	-10.1%	?	1.8%	?	5.01µM*	2.82µM*
COc1ccc(/C=N/NC(=O)c2ccc(Br)cc2)cc1CN1CCOCC1	-2.8%	0.0%	40.1%	-0.3%	6.1%	-0.1%	-2.0%	-0.6%	-0.4%	4.7%
CC(C)n1c(O)c(N=Nc2ccc(Cl)c(C(=O)O)c2)c2ccccc21	-2.8%	23.0%	-1.5%	-9.8%	4.8%	10.9%	0.7%	5.0%	0.4%	-2.2%
Cc1ccc(-c2nnc(Nc3ccc(CC(N)=O)cc3)c3ccccc23)cc1S(=O)(=O)NCC1CCCO1 (stereo unspecified)	-0.3%	-21.6%	5.5%	?	?	-2.1%	3.3%	-2.0%	3.5%	-2.9%
Cc1c(S(=O)(=O)c2ccccn2)c(N)n(Cc2cccc(Cl)c2)c1C	-4.4%	-15.9%	0.9%	-1.6%	3.0%	-6.0%	-6.1%	-2.1%	-1.8%	-7.4%
COc1cccc(NS(=O)(=O)CC23CCC(CC2=O)C3(C)C)c1 (stereo unspecified)	-1.3%	-21.9%	14.0%	0.0%	-5.4%	-2.7%	1.4%	-2.3%	-6.0%	-1.1%
N/C(=N\OC(=O)c1ccc(Cl)cc1Cl)c1ccccc1	0.501µM*	-11.0%	5.01µM*	0.169µM*	-5.3%	?	.	?	?	4.47µM*

Rows are unselected; 13% or so of the library scored in one or more.
